# Screening data: PubChem BioAssay, several laboratories
# Autophagy HCS: modulators of autophagy. 190,000 tested, 0.98% active. calls only at 10 µM (by protocol). MEF GFP-LC3 puncta imaging; test concentration mostly 10 µM;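 active = percentage of spot-positive cells more than 3 SD above its plate mean, without a fluorescence outlier flag or 80% toxicity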;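 note: spot-positive cell cutoff set from DMSO-treated cells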
# WT yeast gro inh: growth inhibition of WT yeast, mitochondrial fusion screen; inhibition, % at 10 µM; 190,000 tested, 2.1% active; mitochondrial fusion phenotypic screen, WT strain; in the data active = inhibition above about 58%; tested in S. cerevisiae
# T cell modulator: T cell immune modulators affecting CD8 T cell-vesicle binding; calls only at 7 µM; 2C CD8+ T cell-vesicle binding, flow cytometry; stronger effect = lower value; AID 2052; 330,000 tested, 0.068% active;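 active = response, share of CD8 T cells binding vesicles, and their 90th percentile fluorescence all below set limits, cut at about 80% in these data, passing the limit was not always enough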
#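 Read-out – percent CD8+ FL2 mean versus row control · System – murine 2C transgenic CD8+ T lymphocytes · Times – 1.5 h cell–vesicle binding at 37 °C, then 20 min icy labelling · Control set – naked vesicles low, QL9 vesicles with vehicle high · Detection – cytometric PE anti-B7-1 and Alexa647 anti-CD8 signals after 1% paraformaldehyde fixation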
# Hep lipid drop: modulators of hepatic lipid droplet formation; AML12 mouse hepatocytes, oleate lipid droplets, BODIPY imaging; inhibition, % at 6.5 µM; 240,000 tested, 0.4% active;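 active = lipid droplet intensity inhibited by at least 50%, with more than 500 cells counted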
#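 Assay system: AML12 mouse liver cells | Compound dosing: One dose, 6.5 µM compound | Read-out basis: Droplet intensity reduction, % inhibition | Measured by: Fluorescence imaging, 20x objective, two fields per well | Schedule: Overnight treatment with compound plus oleate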
# West Nile virus CPE: West Nile virus antiviral activity, cell-based, CPE readout (AID 1621); 290,000 tested, 0.02% active; West Nile virus-infected cells, CPE inhibition; higher % means a stronger effect; CPE inhibition, % at 10 µM, or IC50 in µM where a hit was titrated; in the data active = a potency from the dose series; note: strong numbers were not always called active
# MT stabilizer: stabilizes microtubules in HeLa cells; % tubulin-high responders, % at 10 µM; 200,000 tested, 0.83% active; HeLa tubulin immunostaining HCS, 24 h; share of cells brighter than vehicle mean+2SD;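 active = plate Z-score above 3 for both tubulin-high and condensed-nucleus cell shares, with cell loss under 80%, at 10 µM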;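 note: anti alpha tubulin signal scored within the nucleus-defined area of each cell; some results filed as inactive read as strong as hits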
# Myeloid diff MLP: compounds promoting myeloid differentiation. ER-HoxA9 myeloid progenitors, lysozyme-GFP differentiation, flow cytometry. calls only at 10 µM. 360,000 tested, 1% active;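 active = normalized GFP-positive differentiation at or above the plate's own cutoff, the solvent-only control mean plus 3 SD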;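 note: cells exposed to compound for four days before flow analysis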
# b-catenin transl: modulators of beta-catenin nuclear translocation | HeLa beta-catenin nuclear translocation, immunofluorescence imaging | nuclear translocation activity, % at 5 µM | 190,000 tested, 0.3% active | AID 1665;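 active = nuclear translocation activity above 50% at 5 µM, with a well cell count of 50 or more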;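 note: per-cell ratio of nuclear to cytoplasmic median beta-catenin stain intensity; plate controls were DMSO negative control for no effect and GSK-3 inhibitor IX positive control for full effect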
#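 Technique: fluorescence imaging of beta-catenin antibody stain plus DAPI / Material: human HeLa cell line / Incubation: compound treatment 24 h, 37°C, 5% CO2 / Read-out basis: % activation of per-cell nuclear versus cytoplasmic median beta-catenin signal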
# Ins promoter up: MIN6 insulin promoter up-regulation; MIN6 insulin promoter-GFP reporter, high-content imaging; stronger effect = higher value; z-score at 5 µM; 190,000 tested, 0.3% active;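 active = z-score above 3 at 5 µM with at least 500 cells counted in the well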
# WT yeast gro inh mutant strain: second read-out of WT yeast gro inh, no call of its own (marks repeat the call); inhibition, %; mitochondrial fusion phenotypic screen, mutant strain inhibition
# Ins promoter up cell count: further read-out of Ins promoter up, marked with its call; cell count; measured here: cytotoxicity, nuclei count;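 total cells summed across four imaged fields per well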
# Hep lipid drop cells 6.5 µM: recorded beside Hep lipid drop, whose call it bears; cell count; measured here: cell count, cytotoxicity flag;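 cells counted across two imaged fields per well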
# b-catenin transl cell count 5 µM: second read-out of b-catenin transl, no call of its own (marks repeat the call); cell count; measured here: cell count, cytotoxicity flag
# T cell modulator vesicle-bound %: second read-out of T cell modulator, no call of its own (marks repeat the call); double positive events, %; measured here: CD8+ vesicle-bound cell fraction;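 binding gate set so that unloaded-vesicle control wells show 10% double positive cells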
# MT stabilizer Hoechst-high %: also measured in MT stabilizer; calls as there; % Hoechst-high responders; measured here: nuclear condensation Hoechst responders;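 share of cells brighter than vehicle mean plus two SD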
# MT stabilizer cytotoxicity %: also measured in MT stabilizer; calls as there; toxicity, %; measured here: cytotoxicity by cell density;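 0% = mean cell density of plate MIN control wells and 100% = no cells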
# Autophagy HCS cell loss 18 h: recorded beside Autophagy HCS, whose call it bears; toxicity, %; measured here: cell loss, nuclei count;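 cell loss after 18 h compound exposure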
# Myeloid diff MLP GFP+ MAC1+ %: also measured in Myeloid diff MLP; calls as there; GFP+ MAC1+ double positive, %; measured here: differentiation confirmed by MAC1 staining
# Active calls of the source: *; i = inactive; x = no result given; + = active, no number.
SMILES,Autophagy HCS,Autophagy HCS cell loss 18 h,WT yeast gro inh,WT yeast gro inh mutant strain,T cell modulator,T cell modulator vesicle-bound %,Hep lipid drop,Hep lipid drop cells 6.5 µM,West Nile virus CPE,MT stabilizer,MT stabilizer Hoechst-high %,MT stabilizer cytotoxicity %,Myeloid diff MLP,Myeloid diff MLP GFP+ MAC1+ %,b-catenin transl,b-catenin transl cell count 5 µM,Ins promoter up,Ins promoter up cell count
CNC(=S)N/N=C/c1ccc(-c2ccc(C(=O)O)cc2)o1,x,x,x,x,i,58.9,-5.5,707,-0.5%,x,x,x,i,0.6,1.8,1297,0.34,1261
O=C(CNS(=O)(=O)c1cccc2nsnc12)NCc1ccc(Cl)cc1,i,12.6,7.4,3.4,i,55.0,-4.8,770,-0.4%,7.1,1.0,4.8,i,1.2,-0.2,1065,0.98,1143
O=C(CNC(=O)c1cccs1)c1ccc(Cl)cc1,x,x,x,x,i,27.2,-2.9,811,-0.4%,x,x,x,i,0.4,x,x,x,x
Cc1cccc(NC(=O)Cc2cccs2)n1,i,-5.7,-11.0,-6.3,i,9.1,-7.0,611,0.4%,2.0,1.4,4.6,i,0.6,-0.7,1009,0.59,1518
CC(C)OC(=O)c1cn(-c2ccccc2)nc1-c1ccco1,i,2.6,-8.0,-3.3,i,57.0,-3.6,632,-0.5%,2.0,3.2,6.2,i,0.8,-0.5,1082,-0.02,1160
O=C1c2cccc3cccc(c23)C(=O)N1c1nccs1,i,-10.6,19.1,1.9,i,37.7,x,x,0.4%,2.8,3.2,12.7,i,6.4,-1.4,1206,1.09,1293
O=C(Cc1cccc2ccccc12)Nc1ccccc1Br,x,x,x,x,i,55.6,7.6,830,-0.7%,x,x,x,i,0.2,x,x,x,x
O=C(Nc1nnc(C2=COCCO2)o1)c1cccc(C(F)(F)F)c1,x,x,x,x,i,30.1,-8.4,642,-0.4%,x,x,x,i,0.0,x,x,x,x
O=c1[nH]c2cc3ccccc3cc2nc1C(F)(F)F,i,-4.5,-1.2,-16.2,i,45.6,8.7,687,1.3%,3.0,2.3,0.1,i,0.6,1.5,1045,-0.64,1294
COCCNC(=O)C1CC2Cn3c(nc4cc5ccccc5cc43)C2N1C (stereo unspecified),x,x,x,x,i,7.3,27.4,664,-0.4%,x,x,x,i,1.3,2.4,1280,0.88,758
O=C(NCCNc1ccc([N+](=O)[O-])cc1C(F)(F)F)c1cccc(F)c1,i,3.0,10.4,-6.0,i,23.8,-2.0,677,-0.6%,2.7,3.1,13.3,i,0.7,-3.2,1153,-0.05,1468
OC(CN1CC=C(/C=C/c2ccc(Br)cc2)CC1)c1ccccc1 (stereo unspecified),x,x,x,x,i,49.3,-9.3,786,-1.6%,x,x,x,i,1.0,x,x,x,x
Cc1ccc(C(=O)NCc2ccccn2)c(Cl)c1,i,-3.1,0.7,-5.7,i,24.0,x,x,0.1%,3.5,1.7,6.9,i,1.4,-1.5,1379,-0.91,1538
COCCn1c(Cc2cccn2C)nnc1SCC(=O)Nc1nccs1,i,28.7,1.5,4.9,i,50.8,-7.3,713,0.1%,3.1,1.3,3.0,i,1.5,0.7,1124,0.21,1373
O=S(=O)(Nc1ccc2cn[nH]c2c1)c1ccccc1,i,6.9,1.5,-3.5,i,18.9,-9.2,671,-0.4%,6.3,1.9,8.9,i,0.5,0.0,1059,0.25,1167
O=C1C(Cl)=C(N2CCCC2)C(=O)N1c1ccc(F)cc1,x,x,x,x,i,66.0,7.6,810,-1.0%,x,x,x,i,0.4,x,x,x,x
O=[N+]([O-])c1ccccc1Oc1ccccc1Cl,i,10.2,-16.1,-31.7,i,41.2,-9.2,689,1.3%,2.6,1.7,9.2,i,0.0,3.4,1169,x,x
CN(C)C1=NCCN1CCc1cccc(F)c1,x,x,x,x,i,29.9,11.2,773,0.2%,x,x,x,i,0.7,x,x,x,x
COc1ccc([N+](=O)[O-])cc1/C=N/NC(=O)c1nonc1N,i,-2.6,7.5,-2.2,i,46.9,3.2,678,0.2%,3.1,3.5,12.7,i,0.1,-0.4,1079,-0.28,1223
CC(C)(C)c1ccc(C(=O)NCC(=O)OCc2ccc([N+](=O)[O-])cc2)cc1,i,23.1,9.5,-5.1,i,19.4,19.5,683,0.0%,5.6,2.0,3.9,i,0.5,2.0,1140,0.13,1470
CCOc1ccccc1NC(=O)C(=O)NCCC1=CCCCC1,i,8.0,6.9,19.0,i,39.3,-5.2,657,-1.5%,2.8,2.1,1.8,i,0.5,0.3,1507,-0.41,1532
COc1ccc(OC)c(N/C(=N/C(=S)Nc2ccccc2)Nc2nc(C)cc(C)n2)c1,x,x,x,x,i,47.9,9.0,782,-0.2%,x,x,x,+,0.3*,-0.6,987,0,1287
Cc1oc(-c2cc(F)cc(F)c2)nc1CN1CCN(C(=O)c2ccco2)CC1,x,x,x,x,i,3.7,-9.5,774,-1.1%,x,x,x,i,0.5,x,x,x,x
CCOc1ccc(C(C)=O)cc1CN1C(=O)NC2(CCCCCCC2)C1=O,i,-4.1,-6.5,6.7,i,18.3,-8.9,671,-1.1%,5.7,2.9,9.5,i,1.2,2.5,1152,-0.96,1261
CCc1ccc(NS(=O)(=O)c2cccc3nonc23)cc1,i,-10.4,5.7,10.6,i,57.4,-0.4,671,-0.9%,4.2,2.2,9.7,i,0.2,2.0,1114,0.08,1231
CC(=O)N1CCN(c2ccc(Oc3nnnn3-c3ccccc3)cc2)CC1,i,11.6,4.4,5.9,i,31.0,x,x,-1.3%,3.2,3.8,6.5,i,0.7,-0.4,1143,-0.34,1036
O=C(Nc1ccc2c(c1)OCO2)NC1CCN(Cc2ccccc2)CC1,i,-3.5,-5.5,19.6,i,36.7,5.0,750,-0.9%,3.4,2.1,5.5,i,10.6,x,x,0.33,1293
Cc1nc2sc3c(c2c(=O)n1/N=C/c1cccnc1)CCCC3,i,-9.3,-13.3,-1.4,i,45.9,3.0,687,0.4%,1.6,2.6,8.3,i,0.6,1.4,1035,0.26,1376
Cc1ccc2nsnc2c1NC(=O)c1cncc(Br)c1,i,-5.1,-12.3,16.2,i,48.7,13.4,725,0.4%,2.7,3.9,8.1,i,0.5,1.2,1057,0.06,1147
N#Cc1ccccc1OCCN1C(=O)c2ccccc2C1=O,i,-0.1,-30.8,-2.7,i,22.8,10.8,746,0.5%,2.7,2.3,4.2,i,0.7,0.6,935,0.45,1182

# Three compounds out of the list above, arranged by the number in WT yeast gro inh mutant strain, descending:
Molecule | WT yeast gro inh mutant strain | T cell modulator | T cell modulator vesicle-bound % | West Nile virus CPE | MT stabilizer Hoechst-high % | Myeloid diff MLP GFP+ MAC1+ %
CCOc1ccc(C(C)=O)cc1CN1C(=O)NC2(CCCCCCC2)C1=O | 6.7 | i | 18.3 | -1.1% | 2.9 | 1.2
CC(=O)N1CCN(c2ccc(Oc3nnnn3-c3ccccc3)cc2)CC1 | 5.9 | i | 31.0 | -1.3% | 3.8 | 0.7
COc1ccc([N+](=O)[O-])cc1/C=N/NC(=O)c1nonc1N | -2.2 | i | 46.9 | 0.2% | 3.5 | 0.1

# Following part.
SMILES,Autophagy HCS,Autophagy HCS cell loss 18 h,WT yeast gro inh,WT yeast gro inh mutant strain,T cell modulator,T cell modulator vesicle-bound %,Hep lipid drop,Hep lipid drop cells 6.5 µM,West Nile virus CPE,MT stabilizer,MT stabilizer Hoechst-high %,MT stabilizer cytotoxicity %,Myeloid diff MLP,Myeloid diff MLP GFP+ MAC1+ %,b-catenin transl,b-catenin transl cell count 5 µM,Ins promoter up,Ins promoter up cell count
CC(C)c1nnc(NC(=O)C2CCN(c3cnccn3)CC2)s1,i,-0.8,-18.4,-9.7,i,16.4,4.0,757,0.3%,2.3,1.7,0.3,i,1.7,-2.8,554,x,x
S=C(NCC1CCCO1)N1CCc2ccccc2C1 (stereo unspecified),x,x,x,x,i,54.0,4.7,677,0.1%,x,x,x,i,0.7,x,x,x,x
CCc1c(C)nc2c(C#N)c[nH]n2c1=O,i,3.7,x,x,i,46.0,x,x,0.6%,4.8,4.4,6.0,i,0.6,-0.7,1353,-0.11,1520
CCOC(=O)N1CCN(Cc2c(NC(=O)c3ccco3)sc(C)c2C)CC1,i,10.2,7.1,8.1,i,24.9,-6.4,744,-1.3%,1.3,2.6,2.7,i,0.2,4.3,489,x,x
CC(C)(CNC(=O)CO/N=C1/C=C2CCC3C(C(O)C[C@@]4(C)C3CC[C@]4(O)C(=O)CO)[C@@]2(C)CC1)C(O)C(=O)O (stereo partly specified),x,x,x,x,i,14.3,-5.7,847,-0.1%,x,x,x,i,1.0,x,x,x,x
COc1ccccc1S(=O)Cc1ccc(C(=O)NC2CCCC2)o1 (stereo unspecified),i,9.3,-3.5,-2.0,i,38.6,x,x,-0.5%,6.3,1.9,7.3,i,4.1,x,x,-0.17,877
CCN(CC)CCCN=C1N[C@@H](c2ccccc2)C(C(=O)OC)=C(C)N1CC,x,x,x,x,i,13.0,11.8,804,-0.7%,x,x,x,i,0.8,x,x,x,x
COc1ccc(C2C(C(=O)c3cccs3)=C(O)C(=O)N2CCN2CCOCC2)c(OC)c1 (stereo unspecified),x,x,x,x,i,52.8,-0.5,821,0.7%,x,x,x,i,0.5,x,x,x,x
COC(=O)c1[nH]c2ccc(F)cc2c1NC(=O)Nc1ccc(OC)cc1,i,9.2,-12.0,-6.4,i,36.5,x,x,-0.2%,2.5,1.5,6.4,i,0.7,0.1,1363,-0.69,1337
CC1(c2cccc(Br)c2)NC(=O)N(CC(=O)Nc2ccc(S(N)(=O)=O)cc2)C1=O (stereo unspecified),x,x,x,x,i,21.7,-16.7,767,-0.1%,x,x,x,i,6.4,x,x,x,x
Cc1ccc(SCC(=O)Nc2ccc3c(c2)C(=O)NC3=O)cc1,i,3.4,9.9,4.0,i,50.3,6.2,647,0.8%,2.2,1.7,6.8,i,0.0,-3.5,1047,0.57,1548
CCOc1ccc(NC(=O)Cn2cncc2-c2ccc([N+](=O)[O-])cc2)cc1,i,5.8,10.8,-1.1,i,27.7,11.3,651,-1.2%,5.8,2.4,8.6,i,0.7,-0.5,1054,0.28,1488
